Screening data from PubChem BioAssay.
ABHD4 inh: ABHD4 (mouse) inhibition, primary FP screen | purified mABHD4, FP-Rh probe fluorescence polarization | Q8VD66 | AID 720543 | 370,000 compounds, 0.54% hits | inhibition, % at 8.92 µM;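 active means inhibition exceeding the mean over every tested compound plus 3 SD, cut at about 30% in these data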;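 further: 0% = plate median of compound wells and 100% = S159A mutant with DMSO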
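Assay system: mouse ABHD4 enzyme, wild type / Also added: fluorescent activity-based probe FP-Rh / Doses: single nominal dose of 8.92 µM, 0.89% DMSO final / Timing: 45 min compound pre-incubation plus 60 min probe step, 25 °C / Signal: FP readout, ex 525 nm / em 598 nm / Control set: S159A mutant/DMSO as 100%, compound-well median as 0%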
HTRA1 inh: blocks human HTRA1 serine peptidase; recombinant HTRA1, FP-rhodamine activity-based probe, fluorescence polarization; Q92743; 340,000 compounds, 0.5% hits; AID 504803; inhibition, % at 5.96 µM; in the data active means inhibition above about 36%;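 further: 0% = enzyme with DMSO and 100% = wells lacking enzyme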
Target sequence (Q92743 whole entry, looked up): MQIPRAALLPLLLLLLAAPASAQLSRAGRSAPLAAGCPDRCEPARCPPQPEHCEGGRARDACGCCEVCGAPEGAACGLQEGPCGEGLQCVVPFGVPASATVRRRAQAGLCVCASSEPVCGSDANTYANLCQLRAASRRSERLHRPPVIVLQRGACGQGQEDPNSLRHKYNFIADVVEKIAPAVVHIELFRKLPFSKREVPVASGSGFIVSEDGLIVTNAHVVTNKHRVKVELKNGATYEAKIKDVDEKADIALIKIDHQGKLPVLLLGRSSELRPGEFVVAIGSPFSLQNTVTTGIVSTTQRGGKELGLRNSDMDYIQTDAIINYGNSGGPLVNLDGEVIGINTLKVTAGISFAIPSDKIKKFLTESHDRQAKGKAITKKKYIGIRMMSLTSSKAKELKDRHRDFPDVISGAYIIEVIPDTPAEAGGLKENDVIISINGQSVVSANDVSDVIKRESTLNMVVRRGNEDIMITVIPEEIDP
LEDGF integ inh: blocks HIV-1 LEDGF/p75-dependent DNA integration | 370,000 compounds, 0.64% hits | TR-FRET IN-LEDGF/p75 DNA integration, Eu/Cy5 | AID 743269 | inhibition, % at 3.7 µM;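 active means inhibition above the screen-wide mean plus 3 SD, cut at about 13% in these data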;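 further: signal is the Cy5 over europium emission ratio at 671 and 618 nm; 0% = plate median of compound wells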
SIAE inh: human SIAE inhibition, primary screen | SIAE FP-Rh probe binding, fluorescence polarization | inhibition, % at 9.66 µM | 370,000 compounds, 0.69% hits | AID 1053197;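 active means inhibition above a cutoff: mean of compounds within the control limits plus 3 SD of those, cut at about 17% in these data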;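 further: 0% = plate median of compound wells and 100% = probe without SIAE protein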
rCAG RNA binder: molecules binding r(CAG) RNA repeats; r(CAG) RNA repeat, TO-PRO-1 dye displacement fluorescence; inhibition, % at 3 µM; 370,000 compounds, 1.3% hits;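 active means inhibition above the plate cutoff, the mean of all test compounds on that plate plus 3 SD, cut at about 35% in these data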;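 further: 0% = DMSO alone and 100% = 100 µM mitoxantrone as full dye displacement; higher means more dye released from RNA so lower well fluorescence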
MBD2 inh: inhibitors of human MBD2 binding to methylated oligonucleotide | 370,000 compounds, 0.31% hits | inhibition, % at 4.4 µM | TR-FRET | AID 686964; in the data active means inhibition above about 13%
Target sequence (Q9UBB5 whole entry, looked up): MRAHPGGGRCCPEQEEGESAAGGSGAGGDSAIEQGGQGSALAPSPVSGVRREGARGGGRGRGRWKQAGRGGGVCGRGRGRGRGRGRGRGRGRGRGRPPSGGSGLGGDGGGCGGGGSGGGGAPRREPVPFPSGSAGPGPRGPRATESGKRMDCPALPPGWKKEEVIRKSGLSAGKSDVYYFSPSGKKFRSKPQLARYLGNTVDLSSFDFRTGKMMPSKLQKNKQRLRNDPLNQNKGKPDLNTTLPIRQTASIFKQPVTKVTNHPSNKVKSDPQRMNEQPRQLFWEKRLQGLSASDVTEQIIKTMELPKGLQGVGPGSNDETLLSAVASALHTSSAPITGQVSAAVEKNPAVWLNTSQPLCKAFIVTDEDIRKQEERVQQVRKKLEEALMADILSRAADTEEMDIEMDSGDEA
TDP2 inh: blocks human TDP2 phosphodiesterase activity | recombinant TDP2, T5PNP hydrolysis, p-nitrophenol absorbance 415 nm | O95551 | AID 720702 | 370,000 compounds, 0.34% hits | inhibition, % at 12.8 µM;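 active means inhibition above the mean of all tested compounds plus 3 SD, set per campaign, cut at about 25% in these data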;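 further: 0% = DMSO with enzyme and 100% = buffer with substrate but no TDP2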
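System: recombinant human TDP2 / Amount: 120 nM TDP2 per well / Also added: 5 mM T5PNP chromogenic substrate / Doses: 12.8 µM single point, 1% DMSO / Incubation: 2 h at 37 °C / Detection: p-Nitrophenol epi absorbance / Evaluation: % inhibition relative to enzyme-containing and enzyme-free wells / Repeats: singlicate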
TCR-CD3 inh: blocks the human TCR-CD3 interaction; TAMRA-labeled TCR probe fluorescence, biochemical; inhibition, % at 9.4 µM; 360,000 compounds, 0.37% hits; in the data active means inhibition above about 19%;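 further: recombinant mutant TCR 2C K166C tagged with TAMRA read by polarization; 0% = receptor in buffer alone and 100% = receptor with positive control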
GC-B act: GC-B (human) receptor activation | HEK293-GC-B cells, CNP EC30, cGMP TR-FRET; 0% at EC30 CNP, 100% saturating CNP | activation, % at 10 µM | 370,000 compounds, 0.11% hits | AID 1920062;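 active means activation at 10 µM reaching about 35% in either raw or pattern-adjusted values, limit read from the data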
PRMT1 FP inh: inhibitors of human PRMT1. Q99873. 370,000 compounds, 1.3% hits. recombinant PRMT1, activity-based probe fluorescence polarization. inhibition, % at 2.79 µM;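 active means inhibition above about 21% made by adding two undisclosed values, limit read from the data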
Active calls of the source: *; . = not tested or not shown.

SMILES	ABHD4 inh	HTRA1 inh	LEDGF integ inh	SIAE inh	rCAG RNA binder	MBD2 inh	TDP2 inh	TCR-CD3 inh	GC-B act	PRMT1 FP inh
Cc1ccc2c(c1)C(c1ccncc1)=NNC(c1cccnc1)=N2	4	-8	-4	-6	-2	1	-5	-1	-8	-2
CCCN1CCC(=O)N([C@H](CSc2ccccc2)Cc2ccccc2)CC1	-2	-3	0	-5	-10	4	3	7	-2	0
COc1ccc(C(=O)N/C(=C/c2cccs2)C(=O)NCCCn2ccnc2)cc1OC	0	-2	1	5	0	0	3	0	4	-4
O=C(Nc1cc(Sc2ccccn2)cc([N+](=O)[O-])c1)c1cccc(F)c1	-32	-53	0	-11	10	-1	-5	11	-2	-1
CCN(CC)S(=O)(=O)c1ccc(OCCNS(C)(=O)=O)cc1	2	-2	-3	-3	2	2	-2	5	2	0
CN1CCN(S(=O)(=O)c2ccc(NC(=S)NC(=O)C3CCC3)cc2)CC1	1	8	0	-3	1	8	-1	-4	-2	-2
CCn1cc(C(=O)O)c(=O)c2cc(F)c(N3CCN(C(=S)NC(=O)c4ccccc4Br)CC3)cc21	-2	-6	0	-5	6	2	-7	3	1	-3
CC(C)CN(C(=O)CSc1nc2ccccc2o1)c1c(N)n(Cc2ccccc2)c(=O)[nH]c1=O	-2	3	-1	-1	3	-2	8	0	2	6
CCOC(=O)C1CCN(C(=O)/C(=C/c2ccccc2)NC(=O)c2ccccc2)CC1	-1	9	-3	2	-10	2	4	-9	2	4
NS(=O)(=O)c1ccc(CCNC(=O)C2CCN(S(=O)(=O)c3c(Cl)cccc3Cl)CC2)cc1	-12	3	-2	12	6	0	7	2	0	-7

The closing 7 entries of the section above lead into the next.
SMILES	ABHD4 inh	HTRA1 inh	LEDGF integ inh	SIAE inh	rCAG RNA binder	MBD2 inh	TDP2 inh	TCR-CD3 inh	GC-B act	PRMT1 FP inh
O=C(Nc1cc(Sc2ccccn2)cc([N+](=O)[O-])c1)c1cccc(F)c1	-32	-53	0	-11	10	-1	-5	11	-2	-1
CCN(CC)S(=O)(=O)c1ccc(OCCNS(C)(=O)=O)cc1	2	-2	-3	-3	2	2	-2	5	2	0
CN1CCN(S(=O)(=O)c2ccc(NC(=S)NC(=O)C3CCC3)cc2)CC1	1	8	0	-3	1	8	-1	-4	-2	-2
CCn1cc(C(=O)O)c(=O)c2cc(F)c(N3CCN(C(=S)NC(=O)c4ccccc4Br)CC3)cc21	-2	-6	0	-5	6	2	-7	3	1	-3
CC(C)CN(C(=O)CSc1nc2ccccc2o1)c1c(N)n(Cc2ccccc2)c(=O)[nH]c1=O	-2	3	-1	-1	3	-2	8	0	2	6
CCOC(=O)C1CCN(C(=O)/C(=C/c2ccccc2)NC(=O)c2ccccc2)CC1	-1	9	-3	2	-10	2	4	-9	2	4
NS(=O)(=O)c1ccc(CCNC(=O)C2CCN(S(=O)(=O)c3c(Cl)cccc3Cl)CC2)cc1	-12	3	-2	12	6	0	7	2	0	-7
CC1(C(=O)NCc2cccnc2)CCN1C(=O)Cc1cccs1 (centres undefined)	3	.	-4	3	1	4	2	5	-4	-2
COC(=O)c1sccc1NC(=O)COc1ccc(Cl)cc1Cl	0	-3	1	-4	2	-3	-8	-6	-4	1
COc1ccc(CN(C)C[C@@H]2OCCCC[C@H](C)Oc3ccc(NC(=O)Nc4ccc(F)cc4)cc3C(=O)N([C@H](C)CO)C[C@H]2C)cc1	6	-7	-7	5	10	-5	4	1	7	-1
COc1ccc(CN2C[C@@H](CO)O[C@@H](n3cnc4c(NCc5cc(OC)c(OC)c(OC)c5)ncnc43)C2)cc1	0	.	-6	2	2	1	-1	0	3	9
Cc1ccc2c(=O)cc(C(=O)Nc3ccc(S(=O)(=O)Nc4onc(C)c4C)cc3)oc2c1	-2	-2	-2	-8	61*	0	-5	-3	-4	2
COc1c(F)c(F)c(C(=O)Nc2ccc3oc(-c4ccncc4)nc3c2)c(F)c1F	6	-7	0	-4	-1	1	-6	-1	-1	1
O=C(CNC(=O)c1cccs1)c1ccc([N+](=O)[O-])cc1	1	-2	4	5	4	0	4	-8	-2	5
COCc1[nH]nc2c1C(c1ccccc1F)C(C#N)=C(N)O2 (centres undefined)	-2	13	0	0	-2	5	9	1	2	5
CC1(NC(=O)Nc2ccccc2)CCS(=O)(=O)C1 (centres undefined)	-5	.	-3	9	0	4	-16	-1	-2	-2
COC(=O)C1=C(C)Nc2ccc(C)cc2S1	-5	6	-3	-14	6	-2	1	-10	4	24*

Reformatted in markdown: part of the list above
| Compound | ABHD4 inh | HTRA1 inh | LEDGF integ inh | SIAE inh | rCAG RNA binder | MBD2 inh | TDP2 inh | TCR-CD3 inh | GC-B act | PRMT1 FP inh |
| --- | --- | --- | --- | --- | --- | --- | --- | --- | --- | --- |
| O=C(CNC(=O)c1cccs1)c1ccc([N+](=O)[O-])cc1 | 1 | -2 | 4 | 5 | 4 | 0 | 4 | -8 | -2 | 5 |
| COCc1[nH]nc2c1C(c1ccccc1F)C(C#N)=C(N)O2 (centres undefined) | -2 | 13 | 0 | 0 | -2 | 5 | 9 | 1 | 2 | 5 |

(more compounds)
SMILES	ABHD4 inh	HTRA1 inh	LEDGF integ inh	SIAE inh	rCAG RNA binder	MBD2 inh	TDP2 inh	TCR-CD3 inh	GC-B act	PRMT1 FP inh
COc1ccc(S(=O)(=O)N(CC(=O)NC2CCCC2)c2ccccc2OC)cc1	5	1	-4	4	-6	-8	-10	8	-6	0
Cc1cc(C)cc(N(C(=O)c2csnn2)C(C(=O)NC2CCCCC2)c2ccncc2)c1 (centres undefined)	6	3	1	2	1	4	-3	-5	-1	2
CC(C)Cc1nnc(NC(=O)CCC(=O)N2CCN(Cc3ccc(F)cc3)CC2)s1	-3	-3	-1	-7	-13	-4	-10	7	2	-1
CC1=NN(C(N)=S)C(=O)C1N=Nc1ccccc1Cl (centres undefined)	16	4	-1	6	6	-13	-8	4	2	-3
CC1Cc2ccccc2N1C(=O)Cn1cc([N+](=O)[O-])ccc1=O (centres undefined)	9	1	0	4	4	-4	-5	0	0	2
COc1cccc(CNC(=O)[C@H]2CCCN2C(=O)[C@H]2CCCN2C(=O)c2ccc(F)cc2F)c1	2	.	3	6	1	-4	-1	4	4	-3
O=C(CSc1ccc2ccccc2c1)Nc1nc2ccccc2[nH]1	1	-2	0	-2	6	-6	6	6	-3	3
Cc1ccc2nc(CSc3nc(C)ccc3C#N)[nH]c2c1	7	0	-4	6	10	-2	7	-8	0	4
CCN1CCN(CCNC(=O)c2ccc3c(c2)N(Cc2ccc(F)cc2)C(=O)/C(=C/c2ccccc2)S3)CC1	-7	-21	-1	-3	3	4	1	4	-3	-5
CNc1ccc(-c2cccc([N+](=O)[O-])c2)cn1	1	.	0	1	1	3	9	1	-5	-1
COc1c(C)cc(S(=O)(=O)N2CCOCC2)c(C)c1C	-5	8	-1	-2	-7	-2	-5	0	-2	-2
CCOC(=O)c1sc2nc(CSc3ccccc3)nc(NCCN(C)C)c2c1C	6	-8	1	-2	4	-3	-1	6	-9	0
COc1cc(NC(=S)Nc2ccc3c(c2)OCCO3)cc(OC)c1OC	5	-1	-2	10	-1	-2	3	6	0	-3
O=C(COc1ccc2ccccc2c1)NNC(=O)C(=O)Nc1ccccc1	4	-8	-3	-3	12	1	1	-3	-6	8
O=C(Cn1cc[n+](CC(=O)c2ccccc2)c1)c1ccccc1	15	0	1	3	6	-4	-9	1	2	2
CCOC(=O)C1CSCCS(=O)(=O)N1Cc1cccc(F)c1 (centres undefined)	6	.	1	-3	0	4	-9	-5	0	4
CCCc1cc(=O)[nH]c2nnc(SCC(=O)Nc3nnc(SCC)s3)n12	1	7	-3	-4	5	1	-6	-1	3	-2
COc1ccc(C2CC(c3ccc(F)cc3)n3nc(NS(C)(=O)=O)nc3N2)cc1 (centres undefined)	-4	-3	0	-2	3	4	2	2	0	-1
Cn1cc(Cl)c(C(=O)NNC(=S)Nc2cccc(Cl)c2)n1	11	23	-5	3	10	-2	-6	2	0	-5
CC(=O)COc1ccc2c3c(c(=O)oc2c1)CCCC3	-2	0	3	-1	2	-4	2	4	-3	0

Part of the list above in a different format.
Compound,ABHD4 inh,HTRA1 inh,LEDGF integ inh,SIAE inh,rCAG RNA binder,MBD2 inh,TDP2 inh,TCR-CD3 inh,GC-B act,PRMT1 FP inh
COc1c(C)cc(S(=O)(=O)N2CCOCC2)c(C)c1C,-5,8,-1,-2,-7,-2,-5,0,-2,-2
CCOC(=O)c1sc2nc(CSc3ccccc3)nc(NCCN(C)C)c2c1C,6,-8,1,-2,4,-3,-1,6,-9,0
COc1cc(NC(=S)Nc2ccc3c(c2)OCCO3)cc(OC)c1OC,5,-1,-2,10,-1,-2,3,6,0,-3

(continued)
SMILES	ABHD4 inh	HTRA1 inh	LEDGF integ inh	SIAE inh	rCAG RNA binder	MBD2 inh	TDP2 inh	TCR-CD3 inh	GC-B act	PRMT1 FP inh
CN1CCC(N(C)C(=O)/C(C#N)=C/c2ccccc2)CC1	10	5	1	0	-1	2	6	9	-6	4
COc1ccc(/C=C2/C(=O)OCc3cc(OC)c(OC)cc32)cc1	-5	-6	-1	-8	0	6	-1	2	5	-1
O=c1c2cc(-c3ccccc3)sc2nc2n1CCC2	2	.	-2	-1	0	3	5	1	-3	-3
CCOC(=O)C1=C(Nc2ccc(Br)cc2)CC(C)(O)C(C(=O)OCC)C1c1ccccc1 (centres undefined)	-2	0	-3	7	-2	-6	-9	9	0	0
COc1ccc(NC(=O)C2CCN(S(=O)(=O)c3ccc4c(c3)CC(C)N4C(C)=O)CC2)c(OC)c1 (centres undefined)	-9	1	1	-9	1	3	-24	9	-1	0
CCOC(=O)c1ccc(N2CCN(C(C)=O)CC2)c(NC(=O)c2cccnc2)c1	2	10	2	12	-2	1	7	4	.	0
CCCC#C/C(CCC)=C1\c2ccccc2C(=O)N1c1ccccc1	1	.	-4	1	7	2	2	7	-8	0
O=C(Nc1ccccn1)c1cc2ccccc2o1	0	-6	-4	2	-2	1	-13	-2	-2	4
CC[C@]12c3[nH]c4ccc(Cl)cc4c3CCN1C(=O)[C@@H](CC(=O)NCCc1ccccn1)C[C@@H]2C(=O)N1CCN(C(=O)C2CC2)CC1	3	4	1	4	1	-7	1	0	1	0
O=C(NC1CCCCC1)C1CCN(C(=O)c2ccc(-c3ccccc3)cc2)CC1	0	-2	5	-5	-5	0	-10	1	-5	-1
COc1c(C(=O)Nc2ccc(Br)cn2)ccc2ccccc12	-3	-1	-1	-3	7	-2	3	2	-5	-2
Cc1cccc(C)c1NC(=O)C[n+]1cc(-c2ccccc2)n2c1CCC2	-1	1	1	1	0	0	-14	-11	2	-4

The list is partial; the hit share may differ from the screen's.
